# EZH2 inh – EZH2 (human) methyltransferase inhibition. 57,000 tested, 0.35% active. AID 651548. inhibition, % at 12.5 µM. PRC2 H3K27 methylation, DELFIA TRF, 1 h. Q15910;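 active = mean inhibition of replicates at least 50% and every single replicate also reaching 50%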;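 also: dimethyl H3K27 on biotinylated H3 21-44 peptide detected by antibody; plate controls were median neutral control wells for no effect and median positive control wells for full effect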
# Target sequence (Q15910 whole entry, looked up): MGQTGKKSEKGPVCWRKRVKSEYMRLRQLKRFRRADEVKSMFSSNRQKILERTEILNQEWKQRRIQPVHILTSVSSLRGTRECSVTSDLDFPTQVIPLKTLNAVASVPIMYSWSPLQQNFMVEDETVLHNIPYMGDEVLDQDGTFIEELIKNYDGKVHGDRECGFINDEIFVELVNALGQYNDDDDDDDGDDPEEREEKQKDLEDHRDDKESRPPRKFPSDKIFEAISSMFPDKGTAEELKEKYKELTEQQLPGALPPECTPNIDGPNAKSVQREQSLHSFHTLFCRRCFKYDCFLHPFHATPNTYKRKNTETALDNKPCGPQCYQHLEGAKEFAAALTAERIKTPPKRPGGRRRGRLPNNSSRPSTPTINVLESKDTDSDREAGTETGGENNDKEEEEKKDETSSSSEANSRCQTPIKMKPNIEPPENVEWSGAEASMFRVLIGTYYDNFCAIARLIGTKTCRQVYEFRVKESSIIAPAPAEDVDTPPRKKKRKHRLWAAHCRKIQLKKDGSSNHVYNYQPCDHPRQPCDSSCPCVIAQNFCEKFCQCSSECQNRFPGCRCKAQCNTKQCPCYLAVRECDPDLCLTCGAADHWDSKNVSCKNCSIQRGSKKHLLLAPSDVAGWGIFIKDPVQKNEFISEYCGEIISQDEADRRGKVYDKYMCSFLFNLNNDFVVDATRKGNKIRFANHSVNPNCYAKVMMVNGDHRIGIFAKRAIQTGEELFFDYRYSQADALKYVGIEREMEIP
# IDH1 R132H inh – blocks human IDH1 R132H reductase activity. diaphorase/resazurin fluorescence, 60 min. AID 624101. inhibition, % at 10 µM. 70,000 tested, 0.18% active; in the data active = inhibition above about 34%;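 also: 0% = DMSO and 100% = no enzyme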
# * = called active by the depositor; / = no result given.
SMILES,EZH2 inh,IDH1 R132H inh
C[C@H]1CN([C@@H](C)CO)C(=O)c2cc(C#CC(C)(C)O)cnc2O[C@@H]1CN(C)C(=O)CC1CC1,7,-0.1
COc1ccc(S(=O)(=O)N(C)CC(=O)Nc2ccccc2Br)cc1C,-3,0.4
C[C@@H]1CN([C@@H](C)CO)C(=O)Cc2cc(NS(=O)(=O)c3ccccc3)ccc2O[C@H]1CN(C)Cc1ccc(C(F)(F)F)cc1,/,0.5
O=C(C[C@@H]1C[C@H]2c3cc(NC(=O)NC4CCCCC4)ccc3O[C@H]2[C@H](CO)O1)NCCc1ccccc1,-27,-0.1
CCC(=O)Nc1ccc2c(c1)OC[C@H](C)N(CCC(F)(F)F)C[C@@H](C)[C@@H](OC)CN(C)C2=O,-10,0.0
CS(=O)(=O)N(CC(=O)Nc1cccc([N+](=O)[O-])c1)Cc1ccc(Cl)cc1,8,-0.1
Cc1cc(C(F)(F)F)nc(SCC(=O)N2c3ccccc3Sc3ccccc32)n1,32,-0.3
O=C(C[C@@H]1C[C@@H]2c3cc(NC(=O)NC4CCCC4)ccc3O[C@@H]2[C@@H](CO)O1)NCc1ccc2c(c1)OCO2,-9,-1.2
CO[C@H]1CN(C)C(=O)c2ccc(NC(=O)C3CCC3)cc2OC[C@H](C)N(C(=O)CN(C)C)C[C@H]1C,9,/
CC(=O)N(C)C[C@@H]1OCc2ccccc2-c2ccccc2C(=O)N([C@@H](C)CO)C[C@@H]1C,11,-0.4
CCC(Sc1nncn1C)C(=O)Nc1ccc([N+](=O)[O-])cc1 (centres undefined),/,0.1
CO[C@H]1CN(C)C(=O)c2cc(NS(=O)(=O)c3ccc(Cl)cc3)ccc2OC[C@H](C)NC[C@H]1C,-3,0.2
O=C(NCC[C@@H]1CC[C@@H](NS(=O)(=O)c2cccc(F)c2)[C@H](CO)O1)Nc1cc(F)ccc1F,33,0.2
C[C@@H]1CN([C@@H](C)CO)S(=O)(=O)c2ccc(C#Cc3cccnc3)cc2O[C@H]1CN(C)CC1CCCC1,21,0.0
CO[C@H]1CN(C)C(=O)c2cc(NC(=O)c3ccno3)ccc2OC[C@H](C)NC[C@H]1C,9,-0.1
Cc1noc(C)c1NC(=O)Nc1ccc2c(c1)C(=O)N([C@@H](C)CO)C[C@@H](C)[C@@H](CN(C)S(=O)(=O)c1cn(C)cn1)OCCCC[C@H](C)O2,/,-4.7
C[C@@H](NC(=O)C[C@H]1CC[C@@H](NC(=O)C2CCOCC2)[C@@H](CO)O1)c1ccccc1,9,0.1
CN(C)C(=O)C[C@@H]1C=C[C@@H](NC(=O)c2ccc(F)cc2)[C@@H](CO)O1,-4,0.1
CCCNC(=O)N1C[C@H](C)[C@H](OC)CN(C)C(=O)c2cc(NS(C)(=O)=O)ccc2OC[C@H]1C,-11,0.3
CCC(=O)N1C[C@@H](C)[C@@H](OC)CN(C)C(=O)c2ccc(NC(=O)Nc3ccccc3)cc2OC[C@@H]1C,-8,-0.2
C[C@@H]1CN([C@H](C)CO)S(=O)(=O)c2ccc(-c3cccc(C(=O)N(C)C)c3)cc2O[C@@H]1CN(C)C(=O)Nc1ccccc1,14,9.0
C/C=C/c1ccc2c(c1)O[C@@H](CN(C)S(=O)(=O)c1ccc(C)cc1)[C@@H](C)CN([C@H](C)CO)S2(=O)=O,/,-0.9
CNC[C@H]1Oc2c(NC(=O)C3CC3)cccc2C(=O)N([C@@H](C)CO)C[C@@H]1C,6,/
C[C@H](CO)N1C[C@H](C)[C@@H](CN(C)C)Oc2cc(C#Cc3ccccc3)ccc2S1(=O)=O,17,0.4
O=C(Nc1ccc2c(c1)OCO2)N[C@@H]1CC[C@H](CC(=O)N2CCN(c3ccccc3)CC2)O[C@@H]1CO,5,0.0
CO[C@@H]1CN(C)C(=O)c2cc(NC(C)=O)ccc2OC[C@@H](C)N(Cc2cc(-c3ccccc3)on2)C[C@H]1C,-6,-0.4
O=C(CSc1nc2ccccc2c(=O)[nH]1)Nc1ccc2c(c1)OCCO2,/,1.0
C[C@@H]1CN([C@H](C)CO)S(=O)(=O)c2ccc(C#C[C@@H](C)O)cc2O[C@H]1CN(C)C(=O)CC1CC1,1,1.8
O=C1O[C@H](c2ccccc2)[C@H](c2ccccc2)N2[C@H]1[C@@H](C(=O)O)[C@]1(C(=O)Nc3ccc(C#CC4(O)CCCCCC4)cc31)[C@H]2c1ccccc1OCCO,60*,/
CN(C)CC#Cc1cncc(C(=O)NN)c1,8,0.4
CCC(=O)N(C)C[C@@H]1Oc2cc(-c3cccc(F)c3)ccc2S(=O)(=O)N([C@H](C)CO)C[C@H]1C,-5,0.0
O=c1c2c(nc3nc(NCc4cccc([N+](=O)[O-])c4)[nH]n13)CCC2,-2,0.2
C[C@H](CO)N1C[C@H](C)[C@@H](CN(C)S(=O)(=O)c2ccc(Cl)cc2)Oc2ccc(NC(=O)C3CC3)cc2CC1=O,7,-3.1
Cc1noc(C)c1S(=O)(=O)N(C)C[C@@H]1OCCCC[C@H](C)Oc2ccc(N(C)C)cc2C(=O)N([C@H](C)CO)C[C@H]1C,-2,-1.4
CCCC(NS(=O)(=O)c1ccc(C)cc1)C(=O)O (centres undefined),/,5.7
O=C(CCN1CCCCC1)N[C@@H]1CC[C@@H](CCNS(=O)(=O)c2ccc(F)cc2)O[C@H]1CO,-6,0.1
C[C@H]1CN([C@@H](C)CO)C(=O)c2cc(C#CC3CCCCC3)cnc2O[C@H]1CN(C)Cc1ccncc1,-35,-0.4
CNc1nc(OCC#N)nc(N2CCCCC2)n1,2,0.3
O=C(NC1CCCCC1)N[C@H]1C=C[C@H](CC(=O)N2CCOCC2)O[C@@H]1CO,-1,-0.1
Cn1c(SCC(=O)Nc2cccc(C(=O)O)c2)nnc1-c1cc2cc(Br)ccc2o1,1,0.2
O=C(N[C@@H]1CC[C@H](CCn2cc(-c3ccc(F)cc3)nn2)O[C@H]1CO)c1cnccn1,9,0.0
O=C(NCC[C@H]1CC[C@@H](NC(=O)c2ccc3c(c2)OCO3)[C@@H](CO)O1)Nc1ccc(Cl)cc1,8,0.1
C[C@H]1CN([C@@H](C)CO)C(=O)c2cc(NC(=O)c3ccncc3)ccc2O[C@@H]1CN(C)S(C)(=O)=O,3,0.4
COc1cc2[nH]c(=S)n(CCCN3CCOCC3)c(=O)c2cc1OC,3,0.1
Cc1ccccc1S(=O)(=O)NCC[C@@H]1CC[C@H](NC(=O)Nc2cccc(Cl)c2)[C@H](CO)O1,-4,-0.4
COc1cccc(NC(=O)Cn2cc(C(=O)C3CC3)c3ccccc32)c1,5,0.7
C[C@H](CO)N1C[C@H](C)[C@H](CN(C)S(=O)(=O)c2cccc(F)c2)Oc2ncc(C#CC3(O)CCCC3)cc2C1=O,-2,-0.4
O=c1cc(-c2ccc(O)c(O)c2)oc2c(C3OC(CO)C(O)C(O)C3O)c(O)cc(O)c12 (centres undefined),/,-1.4
C[C@@H]1CN([C@H](C)CO)C(=O)c2cc(NC(=O)c3ccccc3)ccc2O[C@@H](C)CCCCO[C@@H]1CN(C)S(=O)(=O)c1cn(C)cn1,/,1.1
COc1ccc(S(=O)(=O)Nc2ccc3c(c2)CC(=O)N([C@@H](C)CO)C[C@@H](C)[C@@H](CN(C)C)O3)cc1,-26,/

# 5 consecutive entries from above, for reference:
SMILES,EZH2 inh,IDH1 R132H inh
C[C@H]1CN([C@@H](C)CO)C(=O)c2cc(NC(=O)c3ccncc3)ccc2O[C@@H]1CN(C)S(C)(=O)=O,3,0.4
COc1cc2[nH]c(=S)n(CCCN3CCOCC3)c(=O)c2cc1OC,3,0.1
Cc1ccccc1S(=O)(=O)NCC[C@@H]1CC[C@H](NC(=O)Nc2cccc(Cl)c2)[C@H](CO)O1,-4,-0.4
COc1cccc(NC(=O)Cn2cc(C(=O)C3CC3)c3ccccc32)c1,5,0.7
C[C@H](CO)N1C[C@H](C)[C@H](CN(C)S(=O)(=O)c2cccc(F)c2)Oc2ncc(C#CC3(O)CCCC3)cc2C1=O,-2,-0.4

# Additional results follow.
SMILES,EZH2 inh,IDH1 R132H inh
CCCN(C)C[C@H]1Oc2cc(C3=CCCC3)ccc2S(=O)(=O)N([C@@H](C)CO)C[C@H]1C,-12,0.1
C[C@H](CO)N1C[C@H](C)[C@@H](CN(C)Cc2ccc(F)cc2)Oc2cc(Br)ccc2S1(=O)=O,58*,/
O=C(CSc1nc2ccccc2s1)Nc1ccc(F)c(Cl)c1,32,-0.6
COc1ccccc1S(=O)(=O)N[C@H]1CC[C@H](CC(=O)N2CCCCC2)O[C@H]1CO,-10,0.0
C[C@@H]1CN([C@@H](C)CO)S(=O)(=O)c2ccc(-c3ccc(C(=O)N(C)C)cc3)cc2O[C@H]1CN(C)C(=O)Nc1ccccc1F,-3,1.7
Cc1noc(C)c1NC(=O)Nc1cccc2c1O[C@H](CN(C)CC1CCCCC1)[C@@H](C)CN([C@H](C)CO)C2=O,-4,0.3
CNC[C@H]1Oc2c(NC(=O)c3cc(C)nn3C)cccc2C(=O)N([C@@H](C)CO)C[C@H]1C,/,0.1
COc1ccc(CN(C)C[C@@H]2OCCCC[C@@H](C)Oc3ccc(NC(=O)NC4CCCCC4)cc3C(=O)N([C@H](C)CO)C[C@@H]2C)cc1,/,0.4
COc1ccc(S(=O)(=O)Nc2ccc3c(c2)C(=O)N([C@H](C)CO)C[C@H](C)[C@H](CN(C)S(=O)(=O)c2ccc(F)cc2)O3)cc1,/,1.1
C=CC[C@]12C[C@@H](OC)C(=O)C(OC)=C1O[C@@H](c1cc(OC)c3c(c1)OCO3)[C@@H]2C,/,0.9
C[C@@H](NC(=O)C[C@@H]1C=C[C@H](NC(=O)C2CCOCC2)[C@H](CO)O1)c1ccccc1,10,0.1
C[C@H](CO)N1C[C@H](C)[C@@H](CN(C)S(C)(=O)=O)Oc2c(NC(=O)c3ccncc3)cccc2C1=O,1,-0.1
CNC[C@H]1Oc2ncc(-c3ccc(OC)cc3)cc2C(=O)N([C@H](C)CO)C[C@@H]1C,-11,-0.2
COc1ccc(C#Cc2cnc3c(c2)C(=O)N([C@@H](C)CO)C[C@H](C)[C@@H](CN(C)CC2CCCC2)O3)cc1,-24,-0.1
Cc1ccc(S(=O)(=O)N(C)C[C@@H]2OCCCC[C@H](C)Oc3ccc(N(C)C)cc3C(=O)N([C@H](C)CO)C[C@@H]2C)cc1,5,-5.2
O=C(NCC[C@@H]1CC[C@H](NS(=O)(=O)c2ccc(Oc3ccccc3)cc2)[C@H](CO)O1)C1CC1,7,0.0
COCC(=O)N1C[C@@H](C)[C@@H](OC)CN(C)C(=O)c2cc(NS(C)(=O)=O)ccc2OC[C@H]1C,14,0.1
COC(=O)C1(Cc2ccc(O)c(CC=C(C)C)c2)OC(=O)C(OC)=C1c1ccc(O)cc1 (centres undefined),/,15
C[C@H]1CN([C@@H](C)CO)C(=O)c2cc(/C=C/c3ccccc3)cnc2O[C@H]1CN(C)C(=O)c1ccc(F)cc1,-4,-4.8
COc1ccc(S(=O)(=O)N(C)C[C@@H]2Oc3ccc(NS(=O)(=O)c4cccs4)cc3CC(=O)N([C@H](C)CO)C[C@H]2C)cc1,/,4.0

# A draw from above in order of length of the SMILES, highest first:
SMILES,EZH2 inh,IDH1 R132H inh
COc1ccc(S(=O)(=O)N(C)C[C@@H]2Oc3ccc(NS(=O)(=O)c4cccs4)cc3CC(=O)N([C@H](C)CO)C[C@H]2C)cc1,/,4.0
C[C@H]1CN([C@@H](C)CO)C(=O)c2cc(/C=C/c3ccccc3)cnc2O[C@H]1CN(C)C(=O)c1ccc(F)cc1,-4,-4.8
COc1ccc(C#Cc2cnc3c(c2)C(=O)N([C@@H](C)CO)C[C@H](C)[C@@H](CN(C)CC2CCCC2)O3)cc1,-24,-0.1

# (further entries)
SMILES,EZH2 inh,IDH1 R132H inh
CC(C)NC(=O)Nc1ccc2c(c1)C(=O)N([C@H](C)CO)C[C@H](C)[C@H](CN(C)Cc1ccc(C(=O)O)cc1)OCCCC[C@H](C)O2,/,0.3
CCn1c(SCC(=O)Nc2ccccc2F)nnc1-c1cccc(N)c1,-15,0.3
C[C@@H]1CN([C@H](C)CO)C(=O)c2cc(NC(=O)C3CCCCC3)ccc2O[C@H]1CN(C)Cc1ccc2c(c1)OCO2,/,9.6
C[C@@H]1CCCCO[C@H](CN(C)Cc2ccccc2)[C@@H](C)CN([C@@H](C)CO)C(=O)c2cc(NC(=O)c3ccncc3)ccc2O1,/,2.7
COc1ccc(NC(=O)CN(c2ccccc2Cl)S(C)(=O)=O)c(OC)c1,-10,0.1
CO[C@H]1CN(C)C(=O)c2cc(NC(=O)c3cc(C)on3)ccc2OC[C@@H](C)N(C(=O)C2CC2)C[C@@H]1C,-11,0.2
COc1ccc(NC(=S)N(C)Cc2c(C)nn(C)c2C)c(OC)c1,5,0.4
C[C@@H]1CN([C@H](C)CO)C(=O)c2cc(N(C)C)ccc2O[C@@H](C)CCCCO[C@H]1CN(C)Cc1ccncc1,5,1.5
C[C@@H]1CN([C@H](C)CO)C(=O)Cc2cc(NC(=O)Nc3ccc(C(F)(F)F)cc3)ccc2O[C@H]1CN(C)C(=O)NC1CCCCC1,/,1.6
CCS(=O)(=O)c1nc2ccccc2n1CC(N)=O,-2,-0.2
CC(C)NC(=O)Nc1ccc2c(c1)CC(=O)N([C@@H](C)CO)C[C@H](C)[C@@H](CN(C)C(=O)NC(C)C)O2,14,-0.4
C[C@@H]1CN([C@H](C)CO)C(=O)c2ccccc2-c2ccccc2CO[C@@H]1CN(C)Cc1ccc(C(=O)O)cc1,-18,/
C[C@@H]1CN([C@H](C)CO)C(=O)CCCn2nncc2CO[C@@H]1CN(C)C(=O)Nc1ccc(N2CCN(C)CC2)cc1,2,-0.3
CCS(=O)(=O)N[C@H]1CC[C@@H](CC(=O)NCc2ccc(Cl)cc2)O[C@@H]1CO,7,0.2

# Compound activity deposited in PubChem by Broad Institute.

# These rows are one share of the data, so the mix of outcomes need not match the whole.
